Screening data from PubChem BioAssay.
inhibitors of VEEV – inhibitors of VEEV TC-83 cytopathic effect, confirmation, Vero cells (AID 588727) | 350,000 tested, 0.13% active | Vero cells, VEEV TC-83 cytopathic effect inhibition; higher % means a stronger effect | inhibition, % at 20 µM, or IC50 in µM where a hit was titrated; in the data active = a potency from the dose series; inconclusive = inhibition mostly from about 14% at the one dose, without a potency; inactive = the rest, 99 in 100 with inhibition below about 12%; also: strong numbers were not always called active
H37Rv inhibition – M. tuberculosis growth inhibition, HTS (AID 449762). M. tuberculosis H37Rv growth inhibition, 7H9 media; higher % means a stronger effect. inhibition, % at 25 µM, or IC50 in µM where a hit was titrated. 330,000 tested, 0.59% active; in the data active = a potency from the dose series; inconclusive = inhibition above about 70% without an active follow-up result;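 also: bacterial growth assessed after seven days of incubation; strong numbers were not always called active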
influenza NS1A – H1N1 influenza NS1A inhibitors, functional cell based assay (AID 504329); inhibition, % at 12.5 µM; hits with a dose series show IC50 in µM; 340,000 tested, 0.3% active; NS1A functional cell-based assay, percent inhibition; higher % means a stronger effect; in the data active = a potency from the dose series; inconclusive = inhibition above about 27% without an active follow-up result; also: strong numbers were not always called active
Salmonella PhoP GFP – PhoP regulon inhibitors, Salmonella typhi PhoP promoter GFP reporter, confirmatory (AID 1850). 310,000 tested, 0.33% active. one-dose inhibition, % at 50 µM; IC50 in µM for titrated hits. Salmonella Typhi PhoP-promoter GFP reporter, fluorescence, 4 h; higher % means a stronger effect; in the data active = a potency from the dose series; inconclusive = inhibition mostly from about 25% at the one dose, without a potency; inactive = the rest, 99 in 100 with inhibition below about 19%;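 also: 0% = induced wells with vehicle and 100% = uninduced wells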
tuberculosis growth – growth inhibition of non-replicating M. tuberculosis (AID 488890) | 320,000 tested, 0.39% active | inhibition, % at 25 µM; hits with a dose series show IC50 in µM | Mycobacterium tuberculosis non-replicating, growth inhibition; higher % means a stronger effect; in the data active = a potency from the dose series; inconclusive = inhibition mostly from about 82% at the one dose, without a potency; inactive = the rest, 99 in 100 with inhibition below about 76%;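 also: plate controls were DMSO cells for no effect and high antibiotic wells for full effect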
inhibitors of VEEV 10K pilot screen – second read-out of inhibitors of VEEV, no call of its own (marks repeat the call); inhibition, %; measured here: 10K pilot screen inhibition
* marks the source's active call; other numbers are inactive results; i = inactive; u = inconclusive; x = not tested or not shown; & = joins results of further samples. Compounds as they come (roughly 1.6% active in at least one column).

SMILES	inhibitors of VEEV	H37Rv inhibition	influenza NS1A	Salmonella PhoP GFP	tuberculosis growth	others
CCCc1ncc(C(O)c2cccc3ccccc23)n1C (centres undefined)	0.4%	-7%	2%	-3%	16%
COC(=O)c1cc(C(=O)OCC(=O)NCc2cccs2)cc([N+](=O)[O-])c1	2.0%	8%	-5%	x	31%
Cc1ccc(S(=O)(=O)NCC(=O)OCCOc2ccc(Br)cc2)cc1	0.2%	1%	-14%	x	-11%
O=C(COc1ncnc2scc(-c3ccccc3)c12)NCCN1C(=O)CSC1=O	x	-5%	x	6%	-14%
COc1ccc(NC(=O)CSc2cn[nH]n2)cc1OC	0.9%	0%	-2%	9%	-7%
Cc1ccccc1Nc1nc(N)nc(CN2CCN(c3ccccn3)CC2)n1	i	-9%	-3%	-1%	3%
COc1cc(Cn2c(=O)c3c(OC)c(C)cnc3n(C)c2=O)cc(OC)c1	2.4%	9%	-2%	-9%	-4%
Cc1ccc(-c2c(C(=O)Nc3ccccc3C)c(C)[nH]c(=S)c2C#N)o1	0.9%	-9%	x	0%	-14%
C#CCOCCOCCOCCNc1nc(N2CCN(C(=O)[C@H]([C@@H](C)CC)n3cc([C@@H](N)Cc4ccc(O)cc4)nn3)CC2)nc(N2CCN(C(=O)[C@H](Cc3ccc(O)cc3)n3cc([C@@H](N)C(C)CC)nn3)CC2)n1 (some centres undefined)	1.5%	u	18%	-11%	u
Cc1ccc(-c2nnn(CC(=O)NCc3ccccc3)n2)c(-n2cnnn2)c1	1.0%	-2%	-5%	-7%	7%
O=[N+]([O-])c1cccc(S(=O)(=O)N2CCN(S(=O)(=O)N3CCOCC3)CC2)c1	1.0%	10%	3%	10%	-8%
COC(=O)CCNCCSc1nnc(-c2ccco2)n1Cc1ccccc1	i	10%	-7%	-1%	23%
Cc1cc([N+](=O)[O-])nn1CCCC(=O)Nc1c(C)n(C)n(-c2ccccc2)c1=O	0.8%	0%	-14%	-4%	5%
O=C(CCCn1c(SCC(=O)c2ccc(F)cc2)nc2ccccc2c1=O)NCc1ccco1	1.6%	7%	-2%	-15%	7%
CCN(CC)S(=O)(=O)c1cccc(-c2nnc(SCC(N)=O)n2N)c1	1.8%	1%	-6%	8%	-4%
COc1ccc(N2C(=O)CCC(C(=O)NCCN3CCOCC3)C2c2ccc(OC)c(OC)c2)cc1 (centres undefined)	0.5%	x	-2%	x	x
CCOC(=O)CCC(=O)Nc1ccc(S(=O)(=O)N2CCC(C)CC2)cc1	2.9%	0%	-1%	-6%	6%
COC(=O)c1sc(C(C)(C)C)cc1CS(=O)(=O)c1ccc(Cl)cc1	i	-5%	6%	8%	21%
CCSc1nc(-c2ccc(OC)cc2)cc(-c2ccc(OC)cc2)c1C#N	3.0%	5%	-2%	-4%	10%
COc1ccc(Nc2cc(C(=O)NCCCN3CCN(C)CC3)c3ccccc3n2)c(OC)c1	8.0%	-5%	14%	0%	4%	inhibitors of VEEV 10K pilot screen=0.9
O=C(NCCCN1CCCCCC1)C1CC(=O)N(C2CCCC2)C1 (centres undefined)	i	-4%	8%	10%	14%
Cn1nc(C(C)(C)C)cc1C(=O)NNC(=O)c1ccccc1Cl	5.0%	-4%	9%	3%	4%
CCOc1ccc(C2C(C#N)=C(N)N3C(=C2C#N)Sc2ccccc23)cc1 (centres undefined)	0.7%	-5%	2%	-8%	22%
COC(=O)COc1ccc(NS(=O)(=O)c2cccc([N+](=O)[O-])c2)cc1	i	u	-18%	-8%	72%
Cc1nn(-c2ccc(C(=O)N3CCN(S(=O)(=O)c4ccccc4C(F)(F)F)CC3)cc2)c(C)c1Cl	i	-4%	3%	x	10%
Cc1cccc2sc(N(CCCN(C)C)C(=O)c3ccc4ncsc4c3)nc12	75%	3%	4%	-25%	35%
Cn1c(=O)oc2cc(S(=O)(=O)N3CCN(c4ccccc4)CC3)ccc21	i	-3%	-6%	-12%	-7%
CC1(C)Cc2cccc(OCC(=O)OCC(=O)Nc3ccc(C(N)=O)cc3)c2O1	0.2%	5%	2%	-7%	-3%
O=C(NCc1ccco1)c1ccc(Cn2cc([N+](=O)[O-])cn2)o1	1.7%	x	5%	0%	x
CCCCSc1nnc2c(n1)[nH]c1ccccc12	0.1%	-11%	-1%	-5%	28%

Fetched by structure from the entries so far, 4 records:
SMILES	inhibitors of VEEV	H37Rv inhibition	influenza NS1A	Salmonella PhoP GFP	tuberculosis growth	others
O=C(NCCCN1CCCCCC1)C1CC(=O)N(C2CCCC2)C1 (centres undefined)	i	-4%	8%	10%	14%
CCCCSc1nnc2c(n1)[nH]c1ccccc12	0.1%	-11%	-1%	-5%	28%
O=C(NCc1ccco1)c1ccc(Cn2cc([N+](=O)[O-])cn2)o1	1.7%	x	5%	0%	x
CCOc1ccc(C2C(C#N)=C(N)N3C(=C2C#N)Sc2ccccc23)cc1 (centres undefined)	0.7%	-5%	2%	-8%	22%

Other structures follow.
SMILES	inhibitors of VEEV	H37Rv inhibition	influenza NS1A	Salmonella PhoP GFP	tuberculosis growth	others
O=C(NC(=S)NCc1nc2ccccc2[nH]1)c1ccc(F)cc1	9.6%	-5%	11%	-2%	58%
CN(CC(=O)Nc1ccc(F)c(F)c1F)C(=O)CC1OC(=O)c2ccccc21 (centres undefined)	0.7%	0%	4%	-7%	-3%
O=C(Cc1coc2cc(O)ccc12)N1CCN(S(=O)(=O)c2ccc(Br)cc2)CC1	4.7%	x	-2%	x	x
Cc1cccc(-n2nc3c(c2NC(=O)c2ccc(Br)o2)CSC3)c1	i	-2%	-4%	-1%	22%
O=C1NCCN1Cc1ccccc1	3.1%	3%	17%	-4%	0%
O=C(CSc1nc2ccccc2[nH]1)Nc1c(F)c(F)c(F)c(F)c1F	1.5%	1%	-14%	-2%	24%
O=C(CNC(=O)c1ccccc1)OCCCOC(=O)CNC(=O)c1ccccc1	3.6%	-25%	-7%	-8%	-14%
Cc1ccccc1C(OCCN(C)C)c1ccccc1 (centres undefined)	0.1%	-6%&-7%	-12%&3%	1%&-10%	3%&-1%
COc1ccc2oc(=O)c(-c3nnc(N)s3)cc2c1	2.7%	3%	6%	-12%	52%
CC(C)c1ccc(NC(=O)c2sccc2-n2cccc2)cc1	i	6%	5%	-13%	24%
O=C(COC(=O)Cc1ccc(F)cc1)NC1CCCCC1	0.7%	5%	-18%	x	-15%
O=C(CCc1ccc(S(=O)(=O)NCc2ccccc2)cc1)NCc1cccnc1	0.7%	6%	-11%	-3%	-7%
CC(C)Cc1ccc(C(C)C(=O)Nc2ncccn2)cc1 (centres undefined)	i	2%	4%	7%	19%
CC(=O)Nc1cccc(NC(=O)c2c(-c3ccccc3)noc2C)c1	5.1%	-7%	-10%	3%	-1%
CCCNc1c(N)n(-c2ccccc2)c(=O)[nH]c1=O	2.6%	-17%	0%	-6%	8%

For reference, some entries already given:
SMILES	inhibitors of VEEV	H37Rv inhibition	influenza NS1A	Salmonella PhoP GFP	tuberculosis growth	others
O=C(NC(=S)NCc1nc2ccccc2[nH]1)c1ccc(F)cc1	9.6%	-5%	11%	-2%	58%
CN(CC(=O)Nc1ccc(F)c(F)c1F)C(=O)CC1OC(=O)c2ccccc21 (centres undefined)	0.7%	0%	4%	-7%	-3%
O=C(Cc1coc2cc(O)ccc12)N1CCN(S(=O)(=O)c2ccc(Br)cc2)CC1	4.7%	x	-2%	x	x
Cc1cccc(-n2nc3c(c2NC(=O)c2ccc(Br)o2)CSC3)c1	i	-2%	-4%	-1%	22%

(more compounds)
SMILES	inhibitors of VEEV	H37Rv inhibition	influenza NS1A	Salmonella PhoP GFP	tuberculosis growth	others
CN(C)S(=O)(=O)c1cccc(NC(=O)CCCSc2ccccc2)c1	5.3%	2%	6%	-6%	17%
CNC(=S)NNC(=O)c1ccccc1F	1.2%	2%	-2%	3%	-28%
O=C1SCCN1N=Cc1ccc([N+](=O)[O-])o1	1.0%	x	-3%	x	x
COc1cccc(NC(=O)CNC(=O)c2ccccc2)c1	i	-2%	5%	-5%	47%
CCOc1ccc(C(=O)O/N=C(\N)c2ccccn2)cc1	0.3%	1%	-5%	17%	-3%
CCCCN(C(=O)C(C)(C)Oc1ccc(Cl)cc1)c1c(N)n(CCC)c(=O)[nH]c1=O	2.8%	-5%	-5%	x	7%
O=C(Cn1ncc2c3ccccc3n(Cc3ccccc3F)c2c1=O)N1CCN(c2ccccn2)CC1	9.2%	-8%	2%	-8%	12%	inhibitors of VEEV 10K pilot screen=1.3
CCOC(=O)C1CCN(S(=O)(=O)c2ccc3c(c2)CCN3C(=O)C2CCC2)CC1	2.3%	0%	-3%	9%	-9%
CCOCCOC(=O)COc1ccc2c(-c3ccccc3)cc(=O)oc2c1	0.1%	u	-1%	2%	0.98µM*
CCC(Oc1ccccc1)C(=O)NC1CCCCCC1 (centres undefined)	0.4%	-23%	-5%	-6%	3%
COc1ccccc1CN1C[C@@H]2C[C@@H](c3cccc(C)c3)N3CCC[C@@]23C1=O	1.4%	1%	x	10%	33%
COc1ccc(CCc2nnc(NS(C)(=O)=O)s2)cc1	1.3%	-1%	1%	1%	22%
CC(C)CC(=O)OC1C(N2CCOCC2)c2c(ccc(/C=C/C(=O)N3CCOCC3)c2O)OC1(C)C (centres undefined)	0.8%	-1%	-7%	-3%	30%
CCOc1ccccc1N(CC(=O)Nc1ccc(S(=O)(=O)N2CCOCC2)cc1)S(=O)(=O)c1ccc(Cl)cc1	0.7%	6%	5%	10%	4%
Cc1cccc(-n2c(O)c(C=Nc3ccc4c(c3)OCO4)c3ccccc3c2=O)n1	2.9%	-5%	2%	-1%	5%
COc1ccc(NS(=O)(=O)c2cccc(C(=O)N/N=C/c3cn(-c4ccccc4)nc3-c3ccccc3)c2)cc1	1.9%	-2%	2%	10%	11%
N#CCCN(Cc1ccncc1)C(=S)NC1CC2C=CC1C2 (centres undefined)	1.3%	0%	x	-8%	-11%
Cc1nnc(NC(=O)CSc2nnc(-c3ccco3)n2C(C)C)s1	1.5%	2%	-4%	-8%	-4%
O=S(=O)(N1CCOCC1)n1nnc2ccccc21	0.5%	5%	-3%	-6%	-3%
COCCn1c(SCC(=O)Nc2nc(C)cs2)nnc1C(C)C	1.3%	3%	6%	12%	5%
O=C(NC1CCCCC1)c1ccc(CNc2ccccc2)o1	5.2%	3%	14%	8%	u
CCc1cccc(NC(=O)c2snc3c(=O)[nH]cnc23)c1	2.3%	-3%	-1%	-5%	3%
O=C(CCNS(=O)(=O)c1ccc2[nH]c(=O)oc2c1)NCc1ccc(F)cc1	i	8%	-7%	11%	-9%
Cn1cc(CNC(=O)C2c3ccccc3Oc3ccccc32)cn1	0.9%	-1%	-1%	-2%	1%
COc1ccc(CN2CCN(c3cc(C)nc4c5c(C)cc(C)nc5nn34)CC2)cc1F	i	-10%	-1%	-4%	-6%
Cc1cc(=O)oc2cc(OCC(=O)N3CCN(c4ccccc4)CC3)ccc12	1.6%	-2%	-14%	x	x
O=C1CC(c2ccccc2)=NN1c1ccccc1	5.7%	x	3%	x	x
CCSc1nnc(NC(=O)NC(CC)(C(F)(F)F)C(F)(F)F)s1	33%	5%	-20%	-7%	25%
COc1ccc(S(=O)(=O)CCc2nnc(NC(C)=O)s2)cc1	0.6%	2%	-1%	-7%	0%
CCOC(=O)N1CCN(S(=O)(=O)c2c(C)nc3sccn3c2=O)CC1	0.1%	-7%	3%	7%	-2%
O=C(Nc1ncccc1O)c1ccc(NS(=O)(=O)c2ccc3[nH]c(=O)[nH]c3c2)cc1	0.7%	x	1%	x	x
CCC(C)[C@H](NC(=O)N1CC(=O)Nc2ccccc21)C(=O)Nc1ccccc1C (some centres undefined)	i	8%	0%	-2%	14%
C=CCN(CC=C)CCOc1cc(C)ccc1[N+](=O)[O-]	0.3%	0%	1%	2%	-14%
CC1CN/C(=C\C(=O)c2ccc(Br)cc2)C(=O)N1 (centres undefined)	5.9%	-2%	-3%	-2%	-2%	inhibitors of VEEV 10K pilot screen=4.3
COc1ccc(C(=O)CC(=O)C(=O)Nc2cc(Cl)c(OC)cc2OC)cc1	5.2%	-2%	11%	7%	-3%
CCCN(C(=O)C(=O)Nc1ccc2nc3n(c(=O)c2c1)CCCCC3)c1ccc(OCC)cc1	6.6%	-6%	1%	0%	20%
CN1CCN(Cc2nc(-c3cccs3)no2)CC1c1ccccc1 (centres undefined)	i	9%	9%	0%	39%
N/C(=N\OC(=O)CCc1ccccc1)c1ccc(Br)cc1	1.1%	6%	2%	3%	26%
CSc1ccc(Cn2nnc(C(=O)NCc3ccccc3)c2N)cc1	0.9%	-6%	-4%	0%	-8%
CCC(C)c1c(O)nc(SCC(=O)c2ccccc2)[nH]c1=O (centres undefined)	5.8%	-1%	-2%	0%	30%
